sPLA2-III inh: Blocks human group III sPLA2 activity | 0.56% of 370,000 active | inhibition, % at 12.2 µM | QFRET BODIPY PC-A2 liposome hydrolysis, fluorescence;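 active = inhibition above mean plus 3 SD of compounds lying within the high and low control bounds, cut at about 19% in these data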;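 also: 0% = median of test compound wells and 100% = no enzyme DMSO wells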
Rev-erbA mod: modulators of human Rev-erb alpha DNA binding | 0.79% of 370,000 active | activity, % at 10 µM | Rev-erbα–FITC-DNA binding, fluorescence polarization, 90 min | P20393;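 active = activity above about 14%, limit read from the data; passing the limit was not always enough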;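 also: 0% = DMSO wells with 35 nM protein and 100% = DMSO wells with 750 nM protein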
Tn6 DDE FP: inhibitors of Tn6 peptide binding to human fibrin DD(E); inhibition, % at 8.3 µM; Fibrin DD(E) TRITC-Tn6 fluorescence polarization displacement; P02675; 0.21% of 370,000 active;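 active = inhibition above a per-campaign cutoff: mean of compounds within control limits plus 3 SD, cut at about 15% in these data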;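 also: 0% = median of all compound wells on the plate and 100% = blocking peptide control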
PLCg1 inh: PLC-gamma1 (human) inhibition, primary screen. purified PLC-gamma1, fluorogenic substrate, fluorescence. 0.84% of 370,000 active. inhibition, % at 12.2 µM. P19174; in the data active = inhibition above about 9.5%
PLCb3 inh: blocks human PLC-beta3 enzyme activity; Q01970; Purified PLC-beta3, fluorogenic substrate, fluorescence; inhibition, % at 12.2 µM; 0.18% of 370,000 active; in the data active = inhibition above about 11%;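 also: 0% = median of compound wells on plate and 100% = full blocker control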
Target sequence (Q01970 whole entry, looked up): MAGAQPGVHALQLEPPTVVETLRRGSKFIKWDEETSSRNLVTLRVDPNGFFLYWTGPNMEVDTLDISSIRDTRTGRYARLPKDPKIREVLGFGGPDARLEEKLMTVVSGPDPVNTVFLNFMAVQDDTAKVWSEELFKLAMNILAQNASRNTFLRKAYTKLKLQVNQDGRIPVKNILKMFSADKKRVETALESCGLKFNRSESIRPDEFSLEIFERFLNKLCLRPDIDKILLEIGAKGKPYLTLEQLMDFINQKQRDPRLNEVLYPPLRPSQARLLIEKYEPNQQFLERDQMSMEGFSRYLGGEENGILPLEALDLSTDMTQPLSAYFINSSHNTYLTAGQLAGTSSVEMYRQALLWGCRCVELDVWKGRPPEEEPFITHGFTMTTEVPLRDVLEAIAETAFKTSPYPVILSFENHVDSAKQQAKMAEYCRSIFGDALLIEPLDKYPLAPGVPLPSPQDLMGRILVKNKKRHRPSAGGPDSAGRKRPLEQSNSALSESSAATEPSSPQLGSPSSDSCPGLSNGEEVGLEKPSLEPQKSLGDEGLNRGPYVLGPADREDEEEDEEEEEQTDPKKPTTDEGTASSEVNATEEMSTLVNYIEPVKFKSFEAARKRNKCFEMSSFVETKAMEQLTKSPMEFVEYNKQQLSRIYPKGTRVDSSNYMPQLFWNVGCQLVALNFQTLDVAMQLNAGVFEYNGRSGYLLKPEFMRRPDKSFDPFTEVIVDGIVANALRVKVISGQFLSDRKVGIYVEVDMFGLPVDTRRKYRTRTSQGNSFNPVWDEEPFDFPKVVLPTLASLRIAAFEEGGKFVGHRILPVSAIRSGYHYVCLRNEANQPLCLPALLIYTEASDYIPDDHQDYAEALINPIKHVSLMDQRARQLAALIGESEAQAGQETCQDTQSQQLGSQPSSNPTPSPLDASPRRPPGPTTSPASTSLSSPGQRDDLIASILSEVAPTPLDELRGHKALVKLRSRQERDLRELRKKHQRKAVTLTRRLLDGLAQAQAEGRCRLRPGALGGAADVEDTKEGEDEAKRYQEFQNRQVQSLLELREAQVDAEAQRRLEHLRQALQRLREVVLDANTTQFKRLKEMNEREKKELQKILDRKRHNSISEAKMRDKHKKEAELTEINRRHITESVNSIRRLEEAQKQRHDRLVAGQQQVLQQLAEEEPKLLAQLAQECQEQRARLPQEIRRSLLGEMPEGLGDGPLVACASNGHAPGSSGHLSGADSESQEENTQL
KLK7 zymogen act: proKLK7 (human) activation, primary screen; P49862; purified proKLK7, EDANS-DABCYL substrate fluorescence; 100% is mature enzyme control, 0% vehicle; activation, % at 7 µM; 0.9% of 370,000 active;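 active = activation above the mean of all tested compounds plus 3 SD, computed per campaign excluding outliers beyond control limits, cut at about 13% in these data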
ARFGAP1 inhibitor: inhibitors of rat ARFGAP1; 0.26% of 360,000 active; inhibition, % at 16.5 µM; Q62848; Arfgap1-stimulated ARF1 GTP hydrolysis, GDP FP detection;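 active = inhibition above a per-plate limit, mean inhibition of low control wells plus 3 SD, cut at about 25% in these data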;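 also: 0% = DMSO wells with enzyme and 100% = wells lacking Arfgap1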
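Assay system: Rat Arfgap1 GAP domain (His6, aa 1-136), purified enzyme | Buffer or medium: HEPES 25 mM pH 7.5, NaCl 150 mM, MgCl2, DTT | Schedule: GTP hydrolysis reaction 2 h at 25 °C | Signal: FP of antibody-bound GDP Alexa 633 tracer, ex 620/em 688 nm | Measure: Percent inhibition of Arfgap1-stimulated GTP hydrolysis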
UHRF1 MBD2 ctr: blocks human UHRF1 binding to methylated DNA; 0.75% of 370,000 active; inhibition, % at 4.4 µM; UHRF1 binding to methylated oligo, TR-FRET; in the data active = inhibition above about 21%;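 also: UHRF1 SRA domain binding a hemimethylated CpG hairpin DNA probe; 0% = median of test compound wells and 100% = reference inhibitor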
Tn7 DDE FP: disrupts Tn7 cyclic peptide binding to fibrin D-Dimer-E complex; AID 720508; inhibition, % at 8.3 µM; FP displacement of FITC-Tn7 peptide from fibrin DD(E); 0% = median of compound wells per plate; 0.13% of 370,000 active;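 active = inhibition above the mean of compounds falling within the control limits plus 3 SD of them, cut at about 14% in these data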;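 also: 0% = plate median of compound wells and 100% = 10 µM Aha-Tn7 peptide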
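Test system – human fibrin DD(E) · Times – 10 min preincubation, 3 h with tracer, room temperature · Detection – fluorescence polarization of the labelled Tn7 tracer · Measure – percent inhibition normalized to high-control wells · Benchmarks – high control wells with 10 µM unlabelled Aha-Tn7 peptide (full inhibition) · Repeats – singlicate testing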
ASAP1 GAP inh: inhibitors of human ASAP1 ArfGAP activity; ASAP1-stimulated ARF1 GTP hydrolysis, GDP FP detection; inhibition, % at 16.5 µM; 0.19% of 360,000 active; Q9ULH1; AID 624377; in the data active = inhibition above about 25%;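 also: 0% = vehicle with enzyme and substrate and 100% = no enzyme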
Active calls of the source: *; · = no result given. An unsorted share of the library (roughly 4.5% active in at least one column).

SMILES | sPLA2-III inh | Rev-erbA mod | Tn6 DDE FP | PLCg1 inh | PLCb3 inh | KLK7 zymogen act | ARFGAP1 inhibitor | UHRF1 MBD2 ctr | Tn7 DDE FP | ASAP1 GAP inh
Cc1ccc(C)c(NC(=O)CN(C)C(=O)COc2cccc3c2OC(C)(C)C3)c1 | 4 | 0 | 0 | -1 | -6 | -0.6 | 7 | 5 | -1 | 1
NC(=O)C1CCN(c2ccnc(Cl)n2)CC1 | -2 | -3 | 0 | 0 | 3 | · | · | 0 | -7 | ·
O=CNc1cc(-c2ccoc2)cn2c(-c3ccc(F)cc3)cnc12 | -5 | -8 | 1 | -72 | -94 | -2.0 | -14 | -2 | 2 | -8
O=C(COc1ccccc1[N+](=O)[O-])N1CCCc2ccccc21 | 7 | 2 | -3 | 1 | -4 | -0.6 | 4 | 3 | -5 | -5
O=C1CN(C(=O)COC(=O)c2ccc(Cl)cc2)c2ccccc2N1 | 6 | -4 | -1 | 1 | -6 | 0.1 | 19 | 5 | 1 | 6
CC1(C)CC(=O)C(C=NCCN2CCN(C(=S)Nc3cccc(Cl)c3)CC2)=C(O)C1 | -2 | 1 | -7 | 1 | -1 | 0.1 | 7 | -1 | -1 | 3
Cc1ccc(S(=O)(=O)N2CCCCC2)cc1NC(=O)C1COc2ccccc2O1 (stereo not drawn) | -2 | 1 | -3 | 1 | 5 | -0.1 | -1 | 0 | 4 | 5
COc1ccc(Cc2nc3ccc(C(=O)N4CCCCC4CO)cc3o2)cc1OC (stereo not drawn) | -4 | 8 | 7 | 0 | -1 | 0.7 | -7 | -1 | 8 | -3
CCOC(=O)c1c(NC(=O)CSc2nc3cc(Cl)ccc3c(=O)n2Cc2ccco2)sc(C(=O)N(C)C)c1C | -15 | -7 | -3 | -2 | -4 | -0.1 | 16 | 14 | -6 | -6
CC(=O)c1cccc(N(CC(=O)NC2CCCCC2)C(=O)CCC(=O)Nc2nc(C)cs2)c1 | -1 | 6 | -9 | 6 | -4 | -0.5 | -6 | -1 | 4 | 5
CC(C)C[C@@H]1CN(CCCC[C@H]2CNC(=O)C(=O)N2CCC2CCCCC2)C(=O)C(=O)N1Cc1ccccc1 | -17 | -3 | 2 | 1 | 2 | 0.2 | -3 | 0 | -1 | -4
CC(C)(CNC(=O)c1cc(=O)[nH]c2ccccc12)N1CCOCC1 | -2 | -2 | -1 | -25 | -32 | 0.4 | 6 | -1 | -2 | 2
CN(C)CCN1CCN(C2CN(Cc3ccc(F)cc3)S(=O)(=O)C2)CC1 (stereo not drawn) | 1 | -5 | 7 | -1 | -1 | -0.4 | 8 | -2 | 2 | 11
CCc1noc(C)c1C(=O)NCCN1C(=O)S/C(=C\c2ccccc2F)C1=O | 0 | 4 | -2 | 2 | 5 | 0.4 | 5 | -2 | -10 | -4
COc1ccccc1NC(=O)N1CCC(c2nnc(SCC(N)=O)n2C)CC1 | 0 | 1 | -12 | 0 | 2 | 0.0 | 2 | -2 | -7 | -9

A section from the list above:
SMILES | sPLA2-III inh | Rev-erbA mod | Tn6 DDE FP | PLCg1 inh | PLCb3 inh | KLK7 zymogen act | ARFGAP1 inhibitor | UHRF1 MBD2 ctr | Tn7 DDE FP | ASAP1 GAP inh
Cc1ccc(S(=O)(=O)N2CCCCC2)cc1NC(=O)C1COc2ccccc2O1 (stereo not drawn) | -2 | 1 | -3 | 1 | 5 | -0.1 | -1 | 0 | 4 | 5
COc1ccc(Cc2nc3ccc(C(=O)N4CCCCC4CO)cc3o2)cc1OC (stereo not drawn) | -4 | 8 | 7 | 0 | -1 | 0.7 | -7 | -1 | 8 | -3

Next part.
SMILES | sPLA2-III inh | Rev-erbA mod | Tn6 DDE FP | PLCg1 inh | PLCb3 inh | KLK7 zymogen act | ARFGAP1 inhibitor | UHRF1 MBD2 ctr | Tn7 DDE FP | ASAP1 GAP inh
Cc1cccc(N(CC(=O)N2CCCC2)S(=O)(=O)c2ccccc2)c1 | 1 | -1 | 4 | -2 | 2 | -0.4 | 3 | 4 | -5 | -16
Cc1ccc(N(C)S(=O)(=O)c2ccc(-c3cc(C)no3)s2)cc1 | -8 | 2 | 7 | 4 | -6 | 0.4 | -6 | -1 | -2 | 0
O=[N+]([O-])c1ccc(Cl)c2c1C1C=CCC1C(c1ccccn1)N2 (stereo not drawn) | -7 | -15 | -8 | -1 | -5 | 0.4 | -10 | -6 | -11 | 6
CN1CCc2nc3sc(C(=O)C45CC6CC(CC(C6)C4)C5)c(N)c3cc2C1 | 9 | -4 | 1 | -131 | -194 | 1.6 | 5 | -3 | -1 | -3
O=C(CN1C(=O)NC2(CCCc3ccccc32)C1=O)c1ccc(F)cc1 (stereo not drawn) | 8 | -6 | -9 | -3 | -7 | -0.4 | 2 | 1 | 1 | -9
Cc1cc(C)c2c3c(sc2n1)C(=O)N(C)CC(=O)N3 | 10 | 4 | -8 | -4 | -1 | 0.2 | 8 | 0 | -1 | 6
COc1ccc(-c2noc(N3CCC(C(=O)Nc4ccc(OC)c(OC)c4)CC3)n2)cc1 | 2 | -7 | -5 | 4 | 5 | 0.2 | 10 | 0 | -7 | 5
CSc1ccc(Cl)c(C(=O)OCC(=O)N2CCN(c3ccccc3)CC2)c1 | -2 | -6 | -6 | -6 | -12 | -0.3 | 4 | -2 | -7 | -3
CCOc1ccc2ccccc2c1/C=N/NC(=O)c1ccncc1 | 3 | 4 | 0 | -13 | -20 | 1.0 | 3 | -2 | 2 | 8
CC(C)N(CC(N)=O)c1ncnc2sc(-c3ccccc3)cc12 | -1 | 5 | 2 | -33 | -45 | 0.6 | 9 | -4 | 1 | 12
CCCOC(=O)c1ccc(NS(=O)(=O)c2cccs2)cc1 | -28 | 3 | 8 | -2 | -2 | -0.3 | -10 | -2 | 8 | -10
COc1cccc(OC)c1C(=O)NC(=O)Nc1c(C)cccc1C | -3 | -8 | -5 | 3 | -3 | -0.3 | 8 | -2 | 1 | -4
CC1CN(C2CCCCC2)C(=S)NC1=O (stereo not drawn) | 15 | 6 | -10 | 4 | 1 | -0.4 | 2 | 5 | 5 | 1
NC(=O)c1ccccc1N/C=C/C(=O)c1ccccc1 | -4 | -1 | -1 | -101 | -143 | 0.1 | 6 | -2 | 4 | -6
O=C1CC(c2c[nH]c3ccccc23)C(=O)N1c1ccccc1 (stereo not drawn) | -11 | 3 | 4 | 1 | 0 | 0.2 | 4 | 0 | -2 | 8
Cc1cc(Br)ccc1NS(=O)(=O)c1c(C)[nH]c(=O)[nH]c1=O | -6 | -1 | -2 | 3 | 2 | 0.2 | 1 | 2 | -1 | 5
CCCCS(=O)CC(COC)OC(=O)c1ccccc1 (stereo not drawn) | 3 | -1 | 5 | 3 | 3 | -0.3 | 6 | -1 | 8 | -3
Cc1ccc(C(Sc2ccccc2)C(Cn2cncn2)C(=O)c2ccccc2)cc1 (stereo not drawn) | 0 | 3 | 6 | 3 | 2 | 0.8 | 2 | 0 | -4 | 0
CCN1CCN(C(CNS(=O)(=O)c2ccccc2)c2ccccc2)CC1 (stereo not drawn) | 1 | 3 | -5 | -4 | -4 | -0.4 | 0 | 0 | -6 | -6
COc1ccc(S(=O)(=O)N2CCc3ccccc32)cc1C(=O)Nc1cc(S(C)(=O)=O)ccc1Cl | -2 | -1 | -3 | -3 | -5 | 0.7 | 11 | 22* | -5 | -1
O=C(CSc1nc2ccc([N+](=O)[O-])cc2[nH]1)NC1CCCCCC1 | -13 | 0 | -3 | 6 | 5 | 0.3 | 0 | 6 | 0 | -2
CN1CCN(Cc2cn(C)nc2-c2ccccc2F)CC1c1ccccc1 (stereo not drawn) | 0 | 8 | -1 | -5 | -5 | 0.1 | -1 | 0 | 0 | -2
Cc1c(C(=O)Nc2ccc(-c3nnc4n3CCCCC4)cc2)oc2ccc(Br)cc12 | -3 | -3 | 4 | -52 | -56 | -7.3 | 4 | -3 | 3 | 12
Cc1cc(S(=O)(=O)N2CCCC(N3CCOCC3)C2)c(C)cc1Cl (stereo not drawn) | -2 | 3 | -9 | -1 | -5 | 0.2 | 7 | -2 | -1 | 13
COc1ccc(CNCc2cc3c(C(C)(C)C)nn(-c4ccccc4)c3[nH]c2=O)cc1 | -11 | -3 | -8 | -48 | -65 | -1.0 | 7 | -3 | 1 | -10
CC(=O)NNc1ncnc2c1cnn2-c1ccc(C)c(C)c1 | -10 | 3 | 5 | -1 | -9 | 0.2 | -5 | -1 | 4 | -6
O=C(CSc1nnc(Cn2c(=O)sc3ccccc32)n1-c1ccccc1)NCC1CCCO1 (stereo not drawn) | 2 | 0 | -4 | 0 | 0 | -0.3 | 0 | -1 | -9 | 8
CC1=C(C(=O)OC(C)C)C(C)NC(=O)N1 (stereo not drawn) | -2 | -1 | -3 | 3 | 6 | 0.0 | 0 | 0 | -5 | 9
O=C(Nc1ccc(OCC(=O)N2CCOCC2)cc1)c1cccc(Cl)c1 | 8 | 2 | 2 | -2 | -6 | -0.3 | 2 | 0 | 8 | 3
O=C(NCc1ccccc1F)C1CCCN(C(=O)NC2CCCCC2)C1 (stereo not drawn) | 10 | 6 | 2 | 7 | -5 | -0.5 | -1 | 5 | 3 | 8

Entries of single compounds as entered above.
Profile of CC1=C(C(=O)OC(C)C)C(C)NC(=O)N1 (stereo not drawn) = sPLA2-III inh: -2; Rev-erbA mod: -1; Tn6 DDE FP: -3; PLCg1 inh: 3; PLCb3 inh: 6; KLK7 zymogen act: 0.0; ARFGAP1 inhibitor: 0; UHRF1 MBD2 ctr: 0; Tn7 DDE FP: -5; ASAP1 GAP inh: 9
Profile of COc1ccc(S(=O)(=O)N2CCc3ccccc32)cc1C(=O)Nc1cc(S(C)(=O)=O)ccc1Cl = sPLA2-III inh: -2; Rev-erbA mod: -1; Tn6 DDE FP: -3; PLCg1 inh: -3; PLCb3 inh: -5; KLK7 zymogen act: 0.7; ARFGAP1 inhibitor: 11; UHRF1 MBD2 ctr: 22*; Tn7 DDE FP: -5; ASAP1 GAP inh: -1
Profile of CCN1CCN(C(CNS(=O)(=O)c2ccccc2)c2ccccc2)CC1 (stereo not drawn) = sPLA2-III inh: 1; Rev-erbA mod: 3; Tn6 DDE FP: -5; PLCg1 inh: -4; PLCb3 inh: -4; KLK7 zymogen act: -0.4; ARFGAP1 inhibitor: 0; UHRF1 MBD2 ctr: 0; Tn7 DDE FP: -6; ASAP1 GAP inh: -6
